# dFosB act = enhances mouse delta FosB homodimer DNA binding; P13346; purified delta FosB, TAMRA-CDK5 oligo fluorescence polarization; percent of positive-control signal above neutral wells; activation, % at 25 µM; 340,000 compounds, 0.99% hits; AID 493131;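 active = mean activation above about 17%, with every replicate also reaching it, limit read from the data, passing the limit was not always enough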;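 note: fluorescence polarization rise as delta FosB binds a TAMRA Cdk5 AP-1 oligo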
# PvdQ inh = P. aeruginosa PvdQ acylase inhibition | purified PvdQ acylase, fluorescence plate reader | inhibition, % at 10 µM | 340,000 compounds, 0.063% hits | AID 488965; in the data active = inhibition above about 30%, passing the limit was not always enough;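 note: 0% = vehicle neutral wells and 100% = reference inhibitor wells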
# Keap1-Nrf2 PPI = inhibitors of human Keap1-Nrf2 protein-protein interaction; Q14145; Keap1 Kelch-Nrf2 peptide fluorescence polarization, 1536-well; inhibition, % at 9.4 µM; 340,000 compounds, 0.15% hits; in the data active = inhibition above about 12%;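 note: human Keap1 Kelch domain with fluorescein labeled Nrf2 9mer peptide probe; 0% = neutral control wells and 100% = peptide positive control; higher means more block of Keap1 binding to Nrf2 peptide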
# RTF Ca sens inh = cardiac RTF calcium desensitization; 340,000 compounds, 0.12% hits; P19429+P45379; IANBD-labeled cardiac RTF, Ca2+ fluorescence; inhibition, % at 7.15 µM;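 active = inhibition above the mean inhibition of all tested compounds plus 3 SD, cut at about 17% in these data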;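 note: assay run at fixed EC70 calcium of 1.6 mM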
# SUMO Mot1 rescue = blocks SUMOylation pathway, rescuing yeast Mot1-301 growth. S. cerevisiae Mot1-301 growth rescue, ATP luminescence, 38.5C; percent above DMSO median, 100 means doubled. growth rescue, % at 18.8 µM. 320,000 compounds, 1% hits. AID 2716;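 active = every valid replicate shows activation above 250% relative to neutral control wells; inactive = the rest, any valid replicate at or below 250%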;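 note: OY570 slx delta 5 strain wells were the positive control but not used for scaling; some compounds called inactive have numbers as strong as hits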
# NSD2 HMT inh = inhibitors of human histone methyltransferase NSD2. NSD2 peptide methylation, AlphaScreen, 120 min. inhibition, % at 12.5 µM. 310,000 compounds, 0.54% hits; in the data active = inhibition above about 50%
# CDK5 inh = blocks human CDK5/p35 kinase activity | Q00535+Q15078 | Recombinant CDK5/p35, ADP-Glo luminescence, 60 min | inhibition, % at 10 µM | 330,000 compounds, 0.01% hits;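 active = highest replicate inhibition of at least 50% and at least 75% of replicates reaching 50%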;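 note: plate controls were DMSO neutral control for no effect and GW8510 at 10 µM for full effect; many of its hits are not listed in these tables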
# PfHsp90 set2 = growth inhibition of yeast expressing Plasmodium Hsp90 | 310,000 compounds, 0.32% hits | S. cerevisiae expressing PfHsp90, BacTiter-Glo ATP, 48 h; yeast lacking PDR1 and PDR3 efflux regulators | inhibition, % at 9.4 µM;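 active = every replicate shows inhibition above about 80%, whatever the replicate mean, limit read from the data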;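 note: 0% = DMSO neutral controls and 100% = 20 µM radicicol positive controls; yeast relying on Plasmodium falciparum Hsp90 in place of its own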
# Rtt109 HAT inh = C. albicans Rtt109 histone acetyltransferase inhibition | inhibition, % at 34.9 µM | purified Rtt109/Vps75, ThioGlo CoA-SH fluorescence, 4 h | Q5AAJ8 | 330,000 compounds, 0.16% hits;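 active = inhibition of at least 50% in every replicate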
# cardiac RTF act = cardiac RTF calcium sensitization; IANBD-labeled TnC RTF fluorescence at EC20 calcium; 0% EC20 calcium, 100% full calcium; activation, % at 7.2 µM; 340,000 compounds, 0.24% hits; AID 493008;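 active = activation above the mean over all tested compounds plus 3 SD, cut at about 30% in these data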;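 note: rise in fluorescence read as greater calcium sensitivity of cardiac thin filaments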
# C-LANA FP = inhibitors of KSHV LANA C-terminal domain DNA binding; MBP-C-LANA/FAM-LBS DNA binding, fluorescence polarization; inhibition, % at 9 µM; 340,000 compounds, 0.078% hits; AID 504423;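 active = highest replicate inhibition at or above 60% at 9 µM, even if other replicates fall short; inactive = all replicates below 60% inhibition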;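 note: 0% = neutral control wells and 100% = 4 µM acridine orange control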
# Numbers without * were called inactive; x = no result given. The order is random, and some 3.2% of all compounds hit somewhere here.
no.	mol	dFosB act	PvdQ inh	Keap1-Nrf2 PPI	RTF Ca sens inh	SUMO Mot1 rescue	NSD2 HMT inh	CDK5 inh	PfHsp90 set2	Rtt109 HAT inh	cardiac RTF act	C-LANA FP
1	OCCCc1nc2n(n1)C(c1ccccc1)C=C(c1ccc(F)cc1)N2 (stereo not given)	-16	-9	-1	-11	-15	x	0.2	x	-50	-1	1.4
2	COCCC(=O)Nc1ccc2c(c1)CN(C(=O)c1ccc(CSC)o1)CC2	0	-2	-6	5	-14	2	-3.1	-17	4	1	-0.5
3	Cc1ccc(C(=O)NC(=O)CSc2nnc(C)s2)cc1	-5	-15	-5	7	-6	-2	2.6	-28	-12	-4	0.4
4	Cn1c(=O)c2c(nc(Oc3ccc4ccccc4c3)n2C)n(C)c1=O	-12	-14	-1	0	2	15	0.4	-17	-3	-7	-1.0
5	O=C(O)c1cccc(S(=O)(=O)N2CCC(Cc3ccccc3)CC2)c1	-4	-6	2	3	-7	-1	0.1	24	-9	4	0.4
6	Cc1ccc(C2(CCNCc3ccc(N(C)C)cc3)CCOC(C(C)C)C2)cc1 (stereo not given)	-11	-8	-3	11	-35	23	-3.9	-5	17	2	-1.3
7	CCCCCCCNC(=O)C1(CC2CC(c3cccc(Br)c3)=NO2)CCN(C(=O)c2ccccc2)CC1 (stereo not given)	-3	-6	-2	-6	15	x	-0.7	-13	-15	1	5.0
8	CN1CCC(=NNC(=O)CN(c2ccc(Oc3ccccc3)cc2)S(C)(=O)=O)CC1	-9	-2	-1	8	17	2	-0.8	22	-3	3	-1.3
9	COc1cc(/C=C2\C(=O)NN(c3ccc(C)cc3)C2=O)cc([N+](=O)[O-])c1O	-5	-12	-4	9	10	22	-7.5	-41	16	3	5.0
10	CCc1nnc(NS(=O)(=O)c2ccc(NC(=O)c3ccco3)cc2)s1	-12	3	-2	-11	83	3	0.9	3	36	3	1.4
11	O=C(CCNC(=O)c1ccco1)NCCN1C(=O)S/C(=C\c2ccc(F)cc2)C1=O	-11	-12	0	-6	-19	-1	0.7	-14	-5	-3	1.6
12	O=C(NC1CCC(O)CC1)c1cc(-c2ccco2)nc2ccccc12 (stereo not given)	-14	-11	-3	-3	x	3	-0.7	-11	-19	8	3.6
13	CCCN(CCC)C(=O)CC(c1ccccc1)C1CCOC(C)(C)C1 (stereo not given)	-7	-10	-7	-2	166	-3	-10	4	4	4	0.2
14	CS(=O)(=O)N1CCN(C(=O)Cc2ccccc2Cl)CC1	-2	-3	3	1	789	-4	-0.3	9	-5	-8	-1.7
15	Cc1cccc(NC(=O)Nc2nnc(-c3ccccc3)o2)c1	-5	8	3	0	-16	1	-2.7	12	-4	1	-0.5
16	Cc1nn(-c2ccccn2)c2c1-c1nc(N3CCOCC3)ncc1CC2	-2	-19	-1	-4	x	-1	0.5	1	-23	0	1.7
17	CCN1CCN(S(=O)(=O)c2ccc(Cl)c(C(=O)N(CCc3ccccc3)Cc3ccccc3)c2)CC1	0	6	-1	0	x	2	0.2	0	12	-9	1.0
18	COc1ccc(NC(=O)c2cccn(CC=C(C)C)c2=O)cc1	1	1	2	-10	331*	-3	0.7	-10	-12	2	-1.0
19	COCCNC(=S)N/N=C(\C)c1ccccc1F	-2	-11	-1	6	x	0	2.1	-14	-13	2	-2.2
20	COc1cc(/C=N/Nc2ccc(Cl)c(C(=O)O)c2)ccc1OCC(=O)N1C(C)CCCC1C (stereo not given)	-9	-9	-5	-6	5	x	0.5	x	-10	9	0.1
21	CCn1cc(C(=O)NCc2ccccc2F)c(=O)c2ccc(C)nc21	0	-16	0	-3	13	1	3.4	-31	-25	2	-2.3
22	COc1ccc(NC(=S)NC(NC(=O)/C=C/c2ccccc2)C(Cl)(Cl)Cl)cc1 (stereo not given)	13	3	1	-5	-9	3	-1.2	9	-8	-1	-0.8
23	O=C(CN1CCC(O)(c2ccc3c(c2)OCO3)CC1)N1CCOCC1	-1	-9	-1	-12	2	-1	1.6	x	15	4	1.0
24	Cc1ccc(C2CC(c3cccc(Br)c3)n3nc(N)nc3N2)cc1 (stereo not given)	-14	-7	5	-5	-14	x	-0.3	-58	-2	1	0.7
25	Cc1c(CC(=O)NCC(C)C)c(=O)oc2cc3c(cc12)CCC(C)(C)O3	-13	-15	-2	-8	-3	-3	-1.5	-25	-4	0	-0.5
26	CCc1nc(CNC(=O)C2CCC(=O)N(Cc3cccc(OC)c3)C2)no1 (stereo not given)	-2	1	-3	-1	x	-2	-0.1	-8	-4	1	-0.9
27	Cc1cc(C)nc(CCNC(=O)c2cc(COc3c(F)cccc3F)on2)n1	0	0	1	-14	0	8	0.6	-2	17	-3	1.1
28	Cc1ccc(CSCCNC(=O)/C=C/c2ccccc2Cl)cc1	-4	9	-2	2	23	x	-1.7	8	-8	2	1.7
29	CCOC(=O)C1=C(C)NC(=O)CC1c1ccccc1OC (stereo not given)	1	-7	-4	-4	4	-2	2.1	2	3	1	-0.9
30	C/C(=N\NC(=O)COc1ccc(C)cc1Br)c1cc([N+](=O)[O-])cs1	-1	7	1	-6	164	0	-0.5	-3	4	6	0.8
31	CC1COC(Cn2c3ccccc3c3ccccc32)O1 (stereo not given)	3	-11	1	6	-3	-7	-0.8	-6	-1	1	-2.9
32	COC(=O)[C@@H](NC(=O)c1ccccc1OC1CCN(S(C)(=O)=O)CC1)C(C)C	-6	1	-2	-5	-15	-2	0.3	2	9	5	-0.6
33	O=C(CCS(=O)(=O)c1ccc(Cl)cc1)Nc1nc(-c2cccnc2)cs1	13	-10	2	-2	-1	6	0.8	-24	-5	2	-0.9
34	Cc1cc(NS(=O)(=O)c2ccc(NC(=O)/C=C/c3c(F)cccc3Cl)cc2)nc(C)n1	-18	-9	-1	-6	-10	4	-1.4	-35	3	-3	-1.9
35	Cc1cc(C)cc(N(C(=O)c2nsc(Cl)c2Cl)C(C(=O)NC2CCCC2)c2ccc(O)cc2)c1 (stereo not given)	-1	-11	-4	-1	7	-1	-0.9	4	26	-5	-0.7
36	Cn1c2ccccc2c2cc([N+](=O)[O-])ccc21	-1	-8	2	2	-2	0	-1.1	-26	8	-4	-1.7
37	CC1(C)Cc2c(sc(NC(=O)C(C)(C)C)c2C#N)C(C)(C)N1	-11	-10	-3	2	1	-4	0.2	-12	-3	-2	1.1
38	O=S(=O)(NC1CCCCC1N1CCCCC1)c1ccccc1 (stereo not given)	4	-10	1	-4	2	0	1.0	21	-16	-2	-0.3
39	O=C(CN(C(=O)c1ccc(Cl)cc1)N1C(=O)C2C3C=CC(C3)C2C1=O)c1cccs1 (stereo not given)	-21	2	-4	-8	230	-5	-0.2	x	-2	2	2.0
40	C/C(=N\NC(=O)c1ccc(CN2CCOCC2)cc1)c1cccc([N+](=O)[O-])c1	-1	2	-1	-16	37	-2	1.1	-15	29	4	1.4
41	CCOC(=O)C1=C(COC(=O)CCOc2ccc(OC)cc2)NC(=O)NC1C (stereo not given)	-2	-7	-3	-7	-8	3	-0.8	6	-4	1	-0.8
42	CN(C(=O)c1ccc(NC(=O)Cc2cccc(NC(=O)C3CCN(C(=O)c4ccccc4)CC3)c2)cc1)C1CC1	2	7	-2	-2	x	x	2.4	6	0	-2	1.4
43	CC(C)NC(=O)N1CCC(n2nccc2NC(=O)CCOc2ccccc2)CC1	-2	-8	3	-3	51	1	-0.5	-14	-11	1	-1.8
44	Cc1ccc(-c2csc(NCCc3nc4cc(Cl)c(Cl)cc4n3CCOCCO)n2)cc1	-3	-4	-1	-4	-15	x	-0.4	6	-16	1	1.9
45	O=C(c1ccc([N+](=O)[O-])o1)N1CCN(c2nc3c(Cl)cccc3s2)CC1	-8	-8	-1	-11	769*	1	0.7	-48	-14	-4	-0.6
46	N#Cc1c(N)nc2c(c1N)CC(=O)N2c1ccccc1-c1ccccc1	-9	-9	-5	1	-6	0	1.0	10	-6	2	1.6
47	Cc1nnc(-c2cccc(Br)c2)c2cn(-c3ccc(Br)cc3)nc12	-5	-7	-11	-16	8	0	0.2	-17	8	7	2.2
48	O=C1Nc2ccc(Cl)cc2C(C#CC2CC2)(C(F)(F)F)O1 (stereo not given)	-11	-10	-11	-4	-6	x	-1.1	5	-16	-4	-1.5
49	COc1ccc(NC(=O)c2cc(-c3ccc(OC)c(OC)c3)nc3ccccc23)c(OC)c1	6	4	1	-2	-1	9	-0.4	-9	-15	5	-1.4
50	COc1ccc(CCNC(=O)c2cc3cc(F)ccc3nc2C)cc1OC	-1	-13	0	-3	4	1	0.4	1	-9	2	-0.1
51	O=C(CN1CCN(S(=O)(=O)c2ccccc2)CC1)Nc1ccc([N+](=O)[O-])cc1	-15	-6	1	-9	-11	0	0.2	-1	-4	2	0.4
52	S=C(NCc1ccccc1)N1CCN(C(=S)NCc2ccccc2)CC1	-1	-12	-4	-5	-2	0	1.5	-2	-7	3	-0.7

# Ordered by heavy-atom count (rising): five of the compounds above.
no.	mol	dFosB act	PvdQ inh	Keap1-Nrf2 PPI	RTF Ca sens inh	SUMO Mot1 rescue	NSD2 HMT inh	CDK5 inh	PfHsp90 set2	Rtt109 HAT inh	cardiac RTF act	C-LANA FP
48	O=C1Nc2ccc(Cl)cc2C(C#CC2CC2)(C(F)(F)F)O1 (stereo not given)	-11	-10	-11	-4	-6	x	-1.1	5	-16	-4	-1.5
47	Cc1nnc(-c2cccc(Br)c2)c2cn(-c3ccc(Br)cc3)nc12	-5	-7	-11	-16	8	0	0.2	-17	8	7	2.2
52	S=C(NCc1ccccc1)N1CCN(C(=S)NCc2ccccc2)CC1	-1	-12	-4	-5	-2	0	1.5	-2	-7	3	-0.7
50	COc1ccc(CCNC(=O)c2cc3cc(F)ccc3nc2C)cc1OC	-1	-13	0	-3	4	1	0.4	1	-9	2	-0.1
51	O=C(CN1CCN(S(=O)(=O)c2ccccc2)CC1)Nc1ccc([N+](=O)[O-])cc1	-15	-6	1	-9	-11	0	0.2	-1	-4	2	0.4
